Screens deposited in PubChem BioAssay by several laboratories.
NTR1 agonist: NTR1-driven beta-arrestin-GFP spot formation – imaging, U2OS cells, high content, primary screen (AID 493036); P30989; agonist mode; activation, % at 20 µM; 0.17% of 330,000 active;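 active = activation at or above 40% of the spot to cytoplasm intensity ratio, with at least 20 cells analyzed; inconclusive = wells under 20 cells, flagged as cytotoxic or low count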;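 note: 0% = DMSO without peptide and 100% = 100 nM NTR1 peptide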
Target sequence (P30989 whole entry, looked up): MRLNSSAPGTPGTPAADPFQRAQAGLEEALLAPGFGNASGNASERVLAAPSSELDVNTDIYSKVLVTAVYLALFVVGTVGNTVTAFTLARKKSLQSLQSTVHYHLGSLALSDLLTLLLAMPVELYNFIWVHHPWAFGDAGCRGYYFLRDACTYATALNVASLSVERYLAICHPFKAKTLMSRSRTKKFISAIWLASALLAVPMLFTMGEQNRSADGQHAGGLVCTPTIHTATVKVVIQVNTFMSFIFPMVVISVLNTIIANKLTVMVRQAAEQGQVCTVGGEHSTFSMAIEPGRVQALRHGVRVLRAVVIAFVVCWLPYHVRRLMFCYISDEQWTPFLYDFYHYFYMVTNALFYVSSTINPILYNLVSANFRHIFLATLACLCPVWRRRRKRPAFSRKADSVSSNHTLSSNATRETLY
Dengue-2 NS5 capping: flavivirus cap methylation enzyme inhibition – biochemical, confirmation dose response, primary screen (AID 588689); Dengue-2 NS5 methyltransferase capping enzyme assay, biochemical; higher % means a stronger effect; inhibition, % at 25 µM; hits with a dose series show IC50 in µM; 0.3% of 340,000 active; in the data active = a potency from the dose series; inconclusive = inhibition above about 29% without an active follow-up result
GPR35 antagonists: inhibition of zaprinast-stimulated GPR35 beta-arrestin translocation – imaging, U2OS, beta-arrestin-GFP, zaprinast agonist, primary screen (AID 2058) | inhibition, % at 10 µM, or IC50 in µM where a hit was titrated | U2OS GPR35 beta-arrestin-GFP translocation imaging, zaprinast antagonism; higher % means a stronger effect | 0.052% of 290,000 active;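 active = inhibition of at least 50% with at least 30 cells and total cytoplasm GFP at most 10,000,000; inconclusive = under 30 cells or total GFP of 10,000,000 plus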
GPR55 LPI antagonism: inhibition of LPI-stimulated GPR55 beta-arrestin translocation – imaging, U2OS, beta-arrestin-GFP, LPI agonist, primary screen (AID 2013) | inhibition, % at 10 µM, or IC50 in µM where a hit was titrated | 0.13% of 290,000 active | U2OS GPR55 beta-arrestin-GFP translocation imaging, LPI antagonism; higher % means a stronger effect;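 active = spots per cell inhibited over 60%, with over 100 cells counted and total cytoplasm intensity under 500,000; inconclusive = wells with under 100 cells, flagged as likely toxic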;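 note: U2OS cells stably carrying GPR55 and arrestin-GFP stimulated by 5 µM LPI near EC80; imaged beta-arrestin-GFP aggregate spots per cell after agonist stimulation; plate controls were LPI-stimulated DMSO wells for no effect and DMSO wells without LPI for full effect; some results filed as inactive read as strong as hits; confirmed hits need IC50 under 10 µM and bright autofluorescent wells are also inconclusive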
K1F lysis inhibition: protection from phage-mediated lysis, alamar blue read-out – E. coli UTI89, K1F phage, bacterial capsule biogenesis inhibitors (AID 488966); E. coli UTI89 K1F phage lysis, alamar blue, 2 h; higher % means a stronger effect; inhibition, % at 100 µM; hits with a dose series show IC50 in µM; 0.02% of 340,000 active;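 active = phage lysis inhibition, versus mean bacterial control, above a set limit; inconclusive = no clear call, values can overlap the other calls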;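 note: capsule biogenesis inhibitors block K1F phage lysis so surviving cells raise fluorescence; higher fluorescence means more inhibition of phage lysis; actives were called in the ten point dose series up to 300 µM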
Siah-1 displacement: Siah-1 peptide-binding antagonists, primary screen, biochemical, fluorescence polarization, rhodamine-plectin, uHTS (AID 1817). Siah-1 / rhodamine-plectin peptide fluorescence polarization; higher % means a stronger effect. displacement, % at 20 µM, or IC50 in µM where a hit was titrated. 0.02% of 290,000 active;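 active = displacement of at least 50% at 20 µM, with a fluorescence ratio check between 0.3 and a set limit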;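 note: plate controls were Siah plus tracer with DMSO for no effect and tracer alone without Siah for full effect; strong numbers were not always called active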
AID2073: inhibitors of Mint1-CaV2.2 protein interaction, biochemical, HTRF (AID 2073) | HTRF protein-protein interaction, Mint1-CaV2.2; higher % means a stronger effect | inhibition, % at 20 µM, or IC50 in µM where a hit was titrated | 0.19% of 290,000 active; in the data active = inhibition mostly above about 51%, no sharp cut-off; inconclusive = no clear call, values can overlap the other calls; inactive = mostly below about 53%; note: some results filed as inactive read as strong as hits
GPR55 beta-arrestin: selective activators of receptor GPR55 – imaging, U2OS cells, beta-arrestin-GFP redistribution, primary screen (AID 1961); U2OS GPR55 beta-arrestin-GFP redistribution imaging; higher % means a stronger effect; one-dose activation, % at 10 µM; EC50 in µM for titrated hits; 0.048% of 290,000 active;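 active = activation above 40% with more than 50 cells counted in the well; inconclusive = wells holding fewer than 50 cells, flagged as toxic or sparse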;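 note: U2OS osteosarcoma cells stably expressing GPR55 and beta-arrestin-GFP; plate controls were DMSO negative control for no effect and LPI positive control for full effect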
HIV peptide binding: cell-free HIV fusion peptide-binding blockers – biochemical, uHTS, fluorescence dequenching, primary screen (AID 1986). cell-free peptide binding, fluorescence dequenching, 30 min; higher % means a stronger effect. inhibition, % at 20 µM; hits with a dose series show IC50 in µM. 0.3% of 290,000 active; in the data active = inhibition mostly above about 52%, no sharp cut-off; inactive = mostly below about 76%; note: some results filed as inactive read as strong as hits
NTR1 agonist cell count 20 µM: recorded beside NTR1 agonist, whose call it bears; cell count; measured here: cell count, cytotoxicity flag
Dengue-2 NS5 capping pilot replicate: recorded beside Dengue-2 NS5 capping, whose call it bears; inhibition, %; measured here: pilot screen replicate inhibition
Numbers without * were called inactive; ? = inconclusive; / = not tested or not shown; [ ] = another dose, or the depositor's remark.

SMILES	NTR1 agonist	NTR1 agonist cell count 20 µM	Dengue-2 NS5 capping	GPR35 antagonists	GPR55 LPI antagonism	K1F lysis inhibition	Siah-1 displacement	AID2073	GPR55 beta-arrestin	HIV peptide binding	others
Cc1cccc(OCC(=O)Nc2ccccc2F)c1	0.2	42	0%	5%	0%	0.9%	5%	13%	0.2%	0.2%
COc1cc2c(cc1O)C(SC)=NC(C)(C)C2	40	50	-6%	-4%	8%	8.2%	4%	0%	-0.2%	0.0%
O=C(CCCN1CCc2[nH]c3ccc(F)cc3c2C1)c1ccc(F)cc1	5.9	59	-8%	11%	-2%	2.5%[50 µM]	-1%	11%	0.7%	-0.8%
Cc1c([N+](=O)[O-])cc(C(=O)NCc2ccc(F)cc2)cc1[N+](=O)[O-]	0.2	40	0%	-2%	-24%	0.0%	7%	15%	-0.3%	-2.0%
CCN(CC)C(=O)COC(=O)c1cc(-c2ccc(OC)cc2)nc2ccccc12	3.2	59	-3%	-11%	42%	0.0%	6%	11%	?	-1.6%
Cc1ccc(C(=O)CC(SCC(=O)O)c2ccc([N+](=O)[O-])cc2)cc1 (stereo unspecified)	1.2	106	-10%	-3%	7%	0.0%	2%	8%	1.2%	-1.2%
CCN(CC)P(=O)(Nc1ccc([N+](=O)[O-])cc1)c1c(C)nn(CCC#N)c1NC(=O)c1ccc(Cl)cc1 (stereo unspecified)	-1.3	63	-4%	2%	6%	0.8%	1%	-10%	0.1%	-0.2%
N#C/C(=C\c1ccc(O)cc1)C(=O)NCc1cccc(Cl)c1	5.6	81	-6%	-7%	13%	0.2%	-3%	-11%	0.0%	-0.3%
COc1ccc(/C=N/NC(=O)c2ccccc2NC(=O)c2ccco2)c(OC)c1	2.5	48	0%	8%	9%	0.6%	-4%	7%	-0.3%	-0.3%
Cc1nn(C(C)C(=O)NC2CCCCCC2)c(=O)c2nn(-c3ccccc3)c(C)c12 (stereo unspecified)	-0.2	72	-11%	-10%	8%	0.1%	15%	2%	0.0%	0.2%

Fetched one by one from the entries so far (2):
SMILES	NTR1 agonist	NTR1 agonist cell count 20 µM	Dengue-2 NS5 capping	GPR35 antagonists	GPR55 LPI antagonism	K1F lysis inhibition	Siah-1 displacement	AID2073	GPR55 beta-arrestin	HIV peptide binding	others
CCN(CC)P(=O)(Nc1ccc([N+](=O)[O-])cc1)c1c(C)nn(CCC#N)c1NC(=O)c1ccc(Cl)cc1 (stereo unspecified)	-1.3	63	-4%	2%	6%	0.8%	1%	-10%	0.1%	-0.2%
COc1ccc(/C=N/NC(=O)c2ccccc2NC(=O)c2ccco2)c(OC)c1	2.5	48	0%	8%	9%	0.6%	-4%	7%	-0.3%	-0.3%

(continued)
SMILES	NTR1 agonist	NTR1 agonist cell count 20 µM	Dengue-2 NS5 capping	GPR35 antagonists	GPR55 LPI antagonism	K1F lysis inhibition	Siah-1 displacement	AID2073	GPR55 beta-arrestin	HIV peptide binding	others
COC(=O)c1sccc1NC(=O)COc1cccc(C)c1	7.0	64	-7%	6%	-4%	0.1%	1%	2%	-0.1%	-0.6%
C=CCSc1nnc(-c2c[nH]c3ccccc23)n1CCOC	-0.5	61	0%	8%	36%	5.7%	5%	17%	0.3%	-1.1%
CCN(CC(=O)Nc1ccc(NC(C)=O)cc1)c1ccc(C(F)(F)F)cn1	0.9	34	4%	10%	-11%	3.1%	-6%	1%	0.1%	1.5%
CC(C)CNS(=O)(=O)c1ccc(CCC(=O)N2CCN(c3ccccc3)CC2)cc1	-0.9	45	1%	-2%	-2%	-0.6%	6%	10%	-0.2%	-1.3%
CCOC(=O)C1C(=O)NC(N2CCN(Cc3ccccc3)CC2)=NC1c1ccccc1 (stereo unspecified)	1.5	74	3%	9%	10%	0.2%	-4%	-1%	0.2%	-0.3%
O=C(c1ccc(N2CCCC2=O)cc1)N1CCCCCC1	-0.8	41	-8%	7%	10%	0.8%	0%	13%	-0.1%	-1.0%
CC(C)CNc1nc(N)c([N+](=O)[O-])c(NC2CCCCC2)n1	5.1	107	-8%	2%	6%	0.0%	1%	0%	-0.3%	1.0%
NS(=O)(=O)c1ccc(N=Nc2c(-c3ccccc3)[nH]n(-c3nc(-c4ccccc4)cs3)c2=O)cc1	9.5	70	4%	-4%	15%	0.2%	3%	42%	0.3%	3.7%
CN=c1scc(-c2cccs2)n1/N=C/c1ccc(O)c(O)c1O	8.9	67	71µM*	-3%	-5%	1.5%	93%	36%	-0.1%	19%
CCCc1nc2oc3c(=O)[nH]cnc3c2c2c1COC(C)(C)C2	0.3	69	-5%	-7%	-12%	0.3%	1%	-1%	0.7%	-0.8%
CCOC(=O)C1CCN(c2cc(=O)n(C3CCCCC3)c(=O)[nH]2)CC1	-1.1	55	-1%	0%	0%	1.4%	3%	-7%	-0.1%	0.9%
COc1cc(C(=O)NCC(=O)N/N=C(\C)Cc2ccccc2)cc(OC)c1OC	1.1	46	-1%	14%	8%	-0.6%	-1%	13%	-0.2%	-0.2%
O=C(NC1CCCCCC1)C1c2ccccc2C(=O)N1CCCN1CCOCC1 (stereo unspecified)	-1.3	86	-8%	0%	6%	0.5%	6%	2%	0.0%	1.8%	Dengue-2 NS5 capping pilot replicate=1.4
c1ccc2sc(NN=C3CCCCCC3)nc2c1	0.1	48	-15%	15%	-2%	0.3%	2%	15%	-0.1%	-2.3%
Cc1cccc(-c2c3c(=O)n(C)c(=O)n(C)c3cn2-c2ccccc2O)c1	1.0	48	3%	-1%	3%	0.0%	-4%	-12%	0.4%	1.0%
CN(C)CCCNC(=O)c1cc(C(=O)c2ccccc2)c[nH]1	-1.5	105	-4%	-3%	6%	0.2%	1%	-1%	0.0%	0.5%
Cn1c(=O)c(C(=O)NCC2CCCO2)c(O)c2ccccc21 (stereo unspecified)	0.9	53	-2%	-5%	-37%	-1.3%[50 µM]	1%	3%	-0.2%	1.2%
Cn1c(SCC(N)=O)nnc1C1CCN(C(=O)NCc2ccccc2)CC1	1.5	41	2%	8%	6%	3.1%	0%	-3%	0.0%	1.4%
CCC(Oc1ccccc1)C(=O)Nc1nc2c(s1)C(=O)CC(C)(C)C2 (stereo unspecified)	-0.5	83	-2%	2%	20%	0.4%	9%	8%	-0.2%	-1.0%
COc1ccc(C(=O)NC2=NCCS2)cc1S(=O)(=O)N1CCCCC1C (stereo unspecified)	0.3	41	2%	1%	-6%	0.1%	-2%	19%	-0.6%	-1.2%
CCOC(=O)C1CCN(S(=O)(=O)c2c(C)n(C)c(=O)n(C)c2=O)CC1	-1.0	48	1%	-3%	0%	2.5%	1%	2%	-0.1%	2.2%
Cc1cc(N2C(=O)C3C4CC(c5ccccc5)C(C4)C3C2=O)no1 (stereo unspecified)	1.8	39	-2%	-15%	14%	0.9%	4%	10%	0.3%	2.6%
CSc1ccc(N/N=C(/C#N)S(=O)(=O)C(C)(C)C)cc1	-0.2	83	/	-3%	8%	/	5%	21%	0.0%	3.1%
CCOC(=O)C1=C(c2ccccc2)NC(=O)NC1c1ccsc1 (stereo unspecified)	0.2	62	3%	4%	4%	1.0%	3%	-6%	-0.1%	-1.3%
COc1ccccc1CNC(=O)[C@H](C)NC(=O)[C@@H]1Cc2ccccc2CN1	-0.9	62	-9%	-22%	-2%	0.2%	1%	0%	0.7%	-1.0%
COCc1ccc(CN2CCc3c([nH]c4ccccc34)C2C(C)(C)C)o1 (stereo unspecified)	7.5	45	-4%	13%	18%	-0.3%	1%	8%	0.6%	-0.3%
CC(C)Nc1nnc(SCC(=O)/C=C2\N(C)c3ccccc3C2(C)C)s1	0.0	54	-11%	16%	1%	2.7%	-6%	18%	-0.5%	1.9%
Cc1ccc(N2C(=O)c3ccc(C(=O)NCCN4CCOCC4)cc3C2=O)cc1	0.4	61	2%	-12%	6%	-2.0%	-3%	1%	0.4%	2.0%
COc1ccccc1CN1CC(C(=O)NCCN2CCNC2=O)CCC1=O (stereo unspecified)	-0.1	52	5%	7%	-1%	0.3%	-2%	-3%	-0.2%	1.0%
COc1cc(C(=O)NC2CCCc3ccccc32)cc(OC)c1C (stereo unspecified)	0.0	57	-4%	-4%	-10%	-0.5%	0%	5%	-0.1%	3.3%
O=C(CN(C(=O)Cn1nnc(-c2ccccc2F)n1)c1cccc2c1CCCC2)NCc1ccccc1	0.5	60	1%	-4%	4%	0.5%	8%	-5%	-0.3%	-0.9%
COc1ccc(C(NC(=O)/C=C/c2ccco2)c2ccc(OC)c(OC)c2)cc1 (stereo unspecified)	3.4	62	-4%	-1%	-7%	0.1%[50 µM]	0%	44%	-0.1%	20%
Nc1ccc(NC(=O)NC2CCCCC2)cc1	-1.1	40	/	3%	8%	-0.5%	-2%	8%	-0.1%	-1.6%
Cc1ccc(C(=O)NC(=C(Cl)Cl)S(=O)(=O)c2ccc(Cl)cc2)cc1	3.4	53	5%	-5%	0%	0.3%	2%	-3%	-0.1%	2.4%
CCOC(=O)N1CCN(c2cc(=O)n(-c3ccccc3C)c(=O)[nH]2)CC1	-0.2	85	-11%	-15%	8%	0.1%	0%	0%	1.1%	0.0%
CCc1cccc(C)c1NC(=S)N(CCN(C)C)C(C)c1cccnc1 (stereo unspecified)	4.4	58	-4%	-8%	13%	0.2%	0%	-15%	0.0%	0.0%
CN(Cc1ccccc1)C(=O)CCC(=O)N(C)Cc1ccccc1	-1.3	46	-5%	-1%	-6%	0.4%	1%	-7%	-0.3%	0.1%
O=C(CS(=O)(=O)c1ccccc1)N1CCCCC1	0.1	65	1%	-12%	20%	-0.7%[50 µM]	3%	12%	-0.1%	1.0%
O=C(O)CSc1nc2sc3c(c2c(=O)n1Cc1ccccc1)CCCCC3	1.6	84	14%	-1%	7%	-0.1%	-2%	8%	-0.1%	12%
Cc1cccc(CSc2nnc(-c3ccco3)n2C)c1	1.7	80	-6%	7%	-2%	0.2%	0%	3%	-0.2%	-1.9%
CCCCNc1c(C(=O)OCC)c(=O)[nH]c2ccccc12	-1.0	80	/	15%	1%	0.7%	-2%	-17%	0.1%	0.6%
O=C(CSc1nc2c(c(=O)n1-c1ccc(Br)cc1)SCC2)Nc1nccs1	5.6	64	/	-5%	-12%	0.1%	-2%	-2%	-0.1%	-0.9%
COc1cc2[nH]c(=O)n(CCC(=O)NCCC(C)C)c(=O)c2cc1OC	-1.8	89	4%	3%	13%	4.9%	0%	-8%	-0.1%	-0.7%
C=CCN(CC=C)C(=O)Nc1ccc2nc(C)sc2c1	0.1	92	-3%	14%	11%	0.1%	-9%	6%	0.4%	-0.9%
